A549 tox: Nrf2 qHTS screen for inhibitors: counterscreen for cytotoxicity; Potency, µM (doses to about 46 µM), without a hit: at the top dose activity change, negative = cytotoxicity, usual class: inhibitors; 390,000 compounds, 0.16% hits; A549 ARE-Fluc cells, CellTiter-Fluor viability, 18-24 h; also: % is scaled to controls: 0 for no effect and ±100 for the full control effect
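A549 ARE_Fluc cells in 5% FBS OPTI-MEM were exposed to compounds in concentration-response for 18-24 h at 37 deg C. Viability was read by CellTiter-Fluor fluorescence (Ex 405/Em 525) after 30 min, before the luciferase read.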
Nrf2 block: Nrf2 qHTS screen for inhibitors. A549 ARE-Fluc reporter, luciferase luminescence, 18-24 h. Potency, µM (highest dose often 46 µM), inactives show at the highest dose activity change, negative = inhibition, most hits filed as inhibitors. 360,000 compounds, 2.1% hits. AID 504444, 2011; also: % is scaled to controls: 0 for no effect and ±100 for the full control effect; nearly all actives have a fitted effect of over 60% in size
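Concentration-response testing used A549 ARE_Fluc cells at 5000 cells/well. Following an 18-24 h compound incubation, viability was read by fluorescence (Ex 405/Em 525) and luciferase output by luminescence.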
TGFb inhibitor: qHTS for Inhibitors of TGF-b | HepG2 CAGA-GFP TGF-b/SMAD3 reporter, GFP fluorescence, 18 h; TGF-beta stimulated, 500 pg/mL final | 410,000 compounds, 1.2% hits | AID 588855, 2011 | Potency, µM (doses to about 46.1 µM), inactives show top-dose activity, negative = inhibition, usual class: inhibitors; also: % is scaled to controls: 0 for no effect and ±100 for the full control effect; nearly all actives have a fitted effect of over 65% in size
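HEPG2 CAGA-GFP reporter cells (1000/well, DMEM with 1% FBS) received compounds, then recombinant TGF-beta at 500 pg/mL final for 18 hours at 37 degrees C. Per-cell GFP summed per well was normalised to unstimulated and stimulated DMSO controls before curve fitting.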
ATXN viability: Viability Counterscreen for Primary qHTS for Inhibitors of ATXN expression; S2 cells (HEK-293 line with an ATXN2-luciferase reporter) viability, CellTiter-Fluor protease fluorescence, 24 h; Potency, µM (series often up to 56.7 µM), actives largely listed as cytotoxic; 400,000 compounds, 0.49% hits; also: nearly all actives have a fitted effect of over 40% in size
ATXN2 expr inh: Primary qHTS for Inhibitors of ATXN expression; AID 1745845, 2022; HEK-293 ATXN2-luciferase reporter, luminescence, 24 h; Potency, µM (highest dose often 57 µM), inactives show top-dose activity change, negative = inhibition, hits mostly inhibitors; 360,000 compounds, 0.72% hits; also: % is scaled to controls: 0 for no effect and ±100 for the full control effect; nearly all actives have a fitted effect of over 55% in size
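qHTS (up to 57 uM final) was run with 24 h compound exposure of reporter cells at 37 °C. Each well was multiplexed: SteadyGlo luminescence measured ATXN2-luciferase expression after a fluorogenic Gly-Phe-AFC viability readout (25 uM final).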
HepG2 viability: qHTS for Inhibitors of TGF-b: Cytotox Counterscreen | 410,000 compounds, 0.76% hits | Potency, µM (series often up to 46.1 µM), without a hit: top-dose activity change, negative = cytotoxicity, usual class: cytotoxic | HepG2 CAGA-GFP viability, ATP luminescence, 18 h | AID 588856, 2011; also: some results filed as inactive show a strong effect at the top dose
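HepG2 CAGA-GFP cells (1000/well, DMEM with 1% FBS) received compound, then TGF-beta at 500 pg/mL final, and were incubated 18 hours at 37 degrees C. Viability was read by CellTiter-Glo luminescence. Media-only wells were set as complete cell-killing and DMSO as no toxicity.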
MCF10A rerep: A quantitative high throughput screen for small molecules that induce DNA re-replication in MCF 10a normal breast cells | MCF 10A DNA re-replication, Hoechst nuclear intensity, 48 h | Potency, µM (doses to about 46.1 µM), for inactives: top-dose activity, positive = re-replication, usual class: activators | 350,000 compounds, 2.9% hits; also: % of control where 0% means no effect; nearly all actives have a fitted effect of over 50% in size
EPAC2 antagonist: qHTS for Antagonist of cAMP-regulated guanine nucleotide exchange factor 2 (EPAC2): primary screen; AID 720708, 2013; EPAC2 GEF exchange of Rap1B-BODIPY-GDP, fluorescence; Rap guanine nucleotide exchange factor 4 (Homo sapiens), Q8WZA2; 360,000 compounds, 0.18% hits; Potency, µM (series often up to 114 µM), for the others: top-dose activity, negative = inhibition, actives largely listed as inhibitors; also: % is scaled to controls: 0 for no effect and ±100 for the full control effect; nearly all actives have a fitted effect of over 45% in size; many of its hits are not listed in these tables
Target sequence (Q8WZA2 whole entry, looked up): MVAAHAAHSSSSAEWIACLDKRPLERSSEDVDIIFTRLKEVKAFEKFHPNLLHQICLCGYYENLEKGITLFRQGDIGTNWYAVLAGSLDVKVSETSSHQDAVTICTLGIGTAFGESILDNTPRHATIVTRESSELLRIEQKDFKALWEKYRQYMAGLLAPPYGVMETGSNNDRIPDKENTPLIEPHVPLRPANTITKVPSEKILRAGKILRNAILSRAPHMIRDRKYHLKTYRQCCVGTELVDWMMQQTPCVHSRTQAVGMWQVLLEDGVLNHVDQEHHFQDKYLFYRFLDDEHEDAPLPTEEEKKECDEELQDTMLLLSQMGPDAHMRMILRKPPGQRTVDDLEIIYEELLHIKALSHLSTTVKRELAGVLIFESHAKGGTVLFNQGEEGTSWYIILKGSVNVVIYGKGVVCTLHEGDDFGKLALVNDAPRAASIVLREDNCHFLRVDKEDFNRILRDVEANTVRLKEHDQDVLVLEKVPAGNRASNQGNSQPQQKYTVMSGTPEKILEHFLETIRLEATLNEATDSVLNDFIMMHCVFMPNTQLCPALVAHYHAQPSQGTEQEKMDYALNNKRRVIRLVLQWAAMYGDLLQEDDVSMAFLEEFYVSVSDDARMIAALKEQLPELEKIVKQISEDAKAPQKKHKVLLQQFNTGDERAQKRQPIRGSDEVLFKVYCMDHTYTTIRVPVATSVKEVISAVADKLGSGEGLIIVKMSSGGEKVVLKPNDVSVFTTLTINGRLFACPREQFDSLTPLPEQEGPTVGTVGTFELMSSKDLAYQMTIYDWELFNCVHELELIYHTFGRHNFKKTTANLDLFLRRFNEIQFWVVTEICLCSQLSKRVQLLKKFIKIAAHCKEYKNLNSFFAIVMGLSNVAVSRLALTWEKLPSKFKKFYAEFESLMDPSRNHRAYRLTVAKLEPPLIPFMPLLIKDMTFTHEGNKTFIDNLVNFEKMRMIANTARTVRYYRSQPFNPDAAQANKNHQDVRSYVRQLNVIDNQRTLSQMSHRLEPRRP
Nrf2 ARE act: qHTS of Nrf2 Activators | AREc32 ARE-luciferase reporter (MCF7-derived line), luminescence, 24 h | Potency, µM (doses to about 46.1 µM), without a hit: at the highest dose activation, usual class: activators | 410,000 compounds, 0.31% hits; also: % of control where 0% means no effect; nearly all actives have a fitted effect of over 65% in size
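Quantitative high-throughput format: AREc32 reporter cells, 1000 per well, received compound by pin transfer and were incubated 24 hr at 37 deg C, 5% CO2, before Steady-Glo luminescence detection.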
Starred values were filed as active, the others as inactive; i = inactive; ? = inconclusive; / = no result given; & = joins results of further samples; [ ] = another dose, or the depositor's remark. Calls follow the shape of the dose curve; as a rule, active = well fitted curve in the direction sought with a large enough effect; inconclusive = small, poorly fitted or top-dose-only effect, or another doubt; inactive = no such curve, though single readings can be large; an effect the other way counts as inactive or inconclusive. Potency is read from the fitted curve at half-maximal effect.

SMILES	A549 tox	Nrf2 block	TGFb inhibitor	ATXN viability	ATXN2 expr inh	HepG2 viability	MCF10A rerep	EPAC2 antagonist	Nrf2 ARE act
O=c1[nH]c(C2C3CC4CC(C3)CC2C4)nc2ccccc12 (centres undefined)	0%	-11%	9%	i	-4%	7%	11%	22%	-1.4%
Cc1ccc(CNC(=O)Cn2cc(C(F)(F)F)ccc2=O)cc1	-3%	6%	-1%	i	11%	1%	11%	10%	2.4%
Cc1ccc(-c2ccc3c(c2)O[C@H](CN(C)C(=O)CC2CC2)[C@H](C)CN([C@@H](C)CO)S3(=O)=O)cc1	/	/	-10%	i	2%	3%	/	2%	0.0%
CC(C)CCNC(=O)CCC(=O)N1Cc2ccccc2Oc2ncccc21	0%	25%	16%	i	7%	6%	/	/	0.0%
O=C(CCN1C(=O)C2CCCCC2C1=O)Nc1cc(F)ccc1F (centres undefined)	5%	-10%	93%[activator]	i	-3%	-4%	5%	-5%	0.3%
COc1ccc(C(C)=O)cc1Cn1c(C)c(C(=O)NCc2ccc3c(c2)OCO3)sc1=O	/	/	-5%	i	8%	-2%	/	-9%	2.7%
N#C/C(=C\c1ccc(OCC(N)=O)cc1)C(=O)NC1CC1	-6%	9%	13%	i	6%	-21%	14%	1%	0.2%
CC(C)c1ccc(C(=O)N(c2ccccn2)C(C)c2ccco2)cc1 (centres undefined)	-1%	17%	6%	i	31%[activator]	-1%	-161%[0.0737 µM]	-1%	2.8%
Cc1cccc2c(N)c3c(nc12)N(C)CC3	-15%	?	-11%	i	/	-15%	14%	2%	6.6%
CCN(CC)CCCNC1CCS(=O)(=O)C1 (centres undefined)	-18%	-18%	-2%	i	-3%	3%	-177%[0.0737 µM]	9%	0.1%
COc1ccc(C(C#N)=C2C=C(Cl)C(=NO)C=C2Cl)cc1	/	/	?	?	/	-54%	/	?	11µM*
O=C1OCC2=C1C(c1cccc(Cl)c1)CC(=O)N2c1ccc(C(F)(F)F)cc1 (centres undefined)	-3%	10%	4%	i	-13%	-25%	/	/	0.0%
Cc1ccc(-n2ncc3c(=O)n(CC(=O)N4CCN(c5ccccc5)CC4)cnc32)cc1C	-12%	-11%	-3%	?	-23%	9%	-1%	0%	-0.9%
C/C(=N\N=C1\NC(=O)CC(C(=O)O)S1)c1cccs1 (centres undefined)	-1%	?	-4%	i	-2%	1%	2%	0%	0.1%
Cn1ncc([N+](=O)[O-])c1C(=O)n1nnc2ccccc21	12%	13%	20%	i	0%	30%	?	5%	-0.8%
CCOC(=O)C1=CCN(S(=O)(=O)c2ccc(F)cc2)C1c1cccc(Cl)c1 (centres undefined)	/	/	?	i	-36%	-6%	/	-18%	12%
NC(=O)NOCc1ccccc1F	-4%	16%	-7%	i	-10%	-13%	-3%	2%	-0.1%
Clc1ccc(OCc2nn[nH]n2)cc1	-10%	-11%	14%	i	/	16%	5%	4%	0.2%
O=C(COC(=O)c1ccco1)Nc1ccc2c(c1)OCO2	-6%	18%	13%	i	1%	3%	-1%	9%	0.3%
COc1ccc(N2C(=O)CCC2(C#N)c2ccc(OC)cc2)cc1 (centres undefined)	/	7%	-2%	i	-4%	1%	-2%	4%	-0.6%
CC(=O)Nc1ccc(Oc2ncccn2)c(Cl)c1	-3%	-2%	9%	i	6%	6%	-6%	21%	-0.5%
Cc1ccc(C(=O)CN(Cc2ccccc2)C2=NCCS2)cc1	-1%	2%	?	?	2%	-1%	5%	-1%	2.4%
Cc1cc(N/N=C/c2ccccc2Br)nc2ccccc12	-7%	28%	?	?	28%	-4%	?	4%	5.7%
O=C(Nc1ccc2ccccc2c1[N+](=O)[O-])c1ccccc1	-3%	?	-2%	i	84%[activator]	4%	15%	16%	14µM*
CCC1CCCCN1C(=O)Cn1c(=O)oc2ccccc21 (centres undefined)	-9%	1%	-7%	?	-2%	0%	-3%	1%	-0.4%

Reprinted from the listing (five entries):
SMILES	A549 tox	Nrf2 block	TGFb inhibitor	ATXN viability	ATXN2 expr inh	HepG2 viability	MCF10A rerep	EPAC2 antagonist	Nrf2 ARE act
N#C/C(=C\c1ccc(OCC(N)=O)cc1)C(=O)NC1CC1	-6%	9%	13%	i	6%	-21%	14%	1%	0.2%
CC(C)c1ccc(C(=O)N(c2ccccn2)C(C)c2ccco2)cc1 (centres undefined)	-1%	17%	6%	i	31%[activator]	-1%	-161%[0.0737 µM]	-1%	2.8%
Cc1cccc2c(N)c3c(nc12)N(C)CC3	-15%	?	-11%	i	/	-15%	14%	2%	6.6%
CCN(CC)CCCNC1CCS(=O)(=O)C1 (centres undefined)	-18%	-18%	-2%	i	-3%	3%	-177%[0.0737 µM]	9%	0.1%
COc1ccc(C(C#N)=C2C=C(Cl)C(=NO)C=C2Cl)cc1	/	/	?	?	/	-54%	/	?	11µM*

More compounds:
SMILES	A549 tox	Nrf2 block	TGFb inhibitor	ATXN viability	ATXN2 expr inh	HepG2 viability	MCF10A rerep	EPAC2 antagonist	Nrf2 ARE act
COc1ccc(/C=N/NC(=S)NC2CCS(=O)(=O)C2)cc1OC (centres undefined)	-1%	1%	1%	i	-3%	-14%	-3%	-3%	2.7%
CCOC(=O)N1CCC(NC(=O)Cn2ncc3c4ccccc4n(C)c3c2=O)CC1	2%	1%	7%	i	13%	-9%	-7%	3%	-1.1%
O=C1CCCN2N=C(SCC(=O)Nc3ccc(F)cc3F)SC2=N1	-11%	-8%	-1%	i	5%	-40%	4%	1%	4.6%
CN(Cc1cccc(F)c1)C(=O)CSc1nnnn1C1CC1	3%	6%	-14%	i	-11%	-10%	-10%	1%	0.3%
O=C(CN1C(=O)NC2(CCCCC2)C1=O)N1CCN(S(=O)(=O)c2ccccc2)CC1	-9%	-12%	7%	i	6%	-7%	?	-6%	0.0%
CCC1(C)Cc2c(sc3nnn(CC(=O)Nc4ccc(C)cc4)c(=O)c23)CO1 (centres undefined)	-9%[1.84 µM]	?	?	i	-3%	-15%	23%	-17%	-0.1%
Cc1ccc2c(CNCc3cccc(Cl)c3)c(C(=O)O)n(Cc3ccc(F)cc3Cl)c2c1	7%	4%	0%	i	7%	-49%	/	/	0.0%
OC[C@@H]1CN(Cc2cccs2)C[C@H](n2cnc3c(N4CCCC4)ncnc32)O1	/	/	38%[activator]	i	8%	-2%	/	7%	-0.9%
COc1cccc(CNC(=O)c2ccc(NS(=O)(=O)c3ccc4[nH]c(=O)[nH]c4c3)cc2)c1	1%	7%	1%	i	/	6%	-4%	-9%	-0.2%
Cc1cccc(NS(=O)(=O)c2nnc(NC(=O)c3cccc(C)c3)s2)c1	5%&0%	?	?	i	2%	-17%&-20%	11%	13%	3.9%&16%
COc1ccc(C(c2nnnn2Cc2ccccc2)N2CCN(C(=O)c3ccco3)CC2)cc1 (centres undefined)	-10%	-18%	20%	i	2%	-7%	0%	0%	0.3%
CC(=O)OC1COC(OC(C)=O)CO1 (centres undefined)	1%	-2%	6%	i	3%	23%	-37%[inhibitor]	0%	6.5%
COc1cc(/C=C(\NC(C)=O)C(=O)NC(C)(C)CC(C)(C)C)ccc1OC(C)=O	-2%	0%	10%	i	-8%	-4%	-75%[inhibitor]	17%	-1.4%
C[C@@H]1CN([C@H](C)CO)C(=O)c2cc(Br)cnc2O[C@H]1CN(C)C(=O)c1ccccc1	/	/	20%	i	7%	0%	/	-5%	-0.1%
CCOC(=O)C1=C(c2ccccc2)NC(=O)NC1c1ccc(O)c(OCC)c1 (centres undefined)	-5%	-5%	-2%	i	2%	-1%	1%	-1%	-0.5%
c1ccc(OCc2nn3c(Cn4cnc5ccccc54)nnc3s2)cc1	-12%	?	3%	i	-13%	0%	-6%	3%	0.4%
COc1cc(C2NC(=O)c3c(sc4c3CCN(C)C4)N2)cc(Br)c1OC(=O)c1ccc(C)cc1 (centres undefined)	1%	7%	4%	i	-2%	-39%	/	/	1.2%
COc1ccc(C2=Nc3ccccc3NC(=O)C2N(CCc2cc(OC)cc(OC)c2)C(C)=O)cc1 (centres undefined)	/	/	-21%	?	16%	-5%	/	-9%	-0.1%
CN(C)Cc1ccc(O)c(CCc2ccccc2)n1	-2%	8%	0%	i	1%	-24%	0%	-2%	0.1%
COc1ccc(-n2c(SCC(=O)N(C)C3CCS(=O)(=O)C3)nc3ccc(O)cc3c2=O)cc1OC (centres undefined)	-4%	1%	10%	i	5%	3%	-42%[inhibitor]	2%	0.4%
Cc1nc(Br)c(Br)n1Cc1ccccc1	/	/	-11%	i	/	-23%	/	-17%	-0.5%
O=C(/C=C/c1ccc(Cl)cc1Cl)n1cccn1	-3%	?	-9%	i	-17%	-21%	?	-2%	19%
CCOC(=O)CSc1c(-c2ccc(Cl)cc2)[nH]c2ccccc12	-4%	9%	?	i	/	-29%	?	-20%[57.1 µM]	11%
O=C(O)c1ccccc1C(=O)Nc1cccc([N+](=O)[O-])c1	2%	-12%	16%	i	/	6%	-6%	10%	0.4%
COCCNC(=O)c1ccc2c(c1)N(Cc1cccc(Cl)c1)C(=O)c1ccccc1S2(=O)=O	0%	/	-13%	/	/	-23%	/	/	2.7%
CC(=O)c1cccc(Nc2nc(N3CCOCC3)nc(N3CCOCC3)n2)c1	-8%	-16%	-17%	i	-1%	-13%	-1%	2%	0.2%
CCCN(CCC)CCNC(=O)CS(=O)Cc1nc(-c2ccc(C)cc2)oc1C (centres undefined)	/	0%	-1%	i	8%	-25%	2%	9%	3.8%
Cc1cc(N2CCN(c3cccc(C)c3C)CC2)nc(-c2ccccc2)n1	2%	/	-10%	i	-5%	-7%	?	-3%	1.1%
O=C(N/N=C/c1ccc(Cl)cc1Cl)c1ccc(-n2cnnn2)cc1	-2%	1%	-3%	i	/	-1%	0%	5%	-0.2%

This is a subset. The share of hits here may be higher or lower than overall.
